JMJD2E inh: JMJD2E (human) inhibition; B2RXH2; JMJD2E catalytic domain, FDH-coupled NADH fluorescence (FDH is formaldehyde dehydrogenase); 1.6% of 230,000 active; Potency, µM (top dose mostly 57.1 µM), for inactives: at the top dose activity change, negative = inhibition, actives largely listed as inhibitors; active = well fitted inhibition curve with a large enough effect, not every such curve was filed as active; inconclusive = small, poorly fitted or top-dose-only effect, or another doubt; inactive = no such curve, though single readings can be large or run the other way;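 also: 0% = wells with enzyme and -100% = buffer wells without enzyme; nearly all actives have a fitted effect of over 50% in size; many of its hits are not listed in these tables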
RECQ1 inh: inhibitors of human RECQ1 DNA helicase. P46063. 0.54% of 240,000 active. Potency, µM (titrated, usually from 57.3 µM), without a hit: at the top dose activity, negative = inhibition, usual class: inhibitors. RECQ1 DNA unwinding, red fluorescence kinetic read;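 also: plate controls were vehicle for no effect and no enzyme for full effect; nearly all actives have a fitted effect of over 30% in size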
Target sequence (P46063 whole entry, looked up): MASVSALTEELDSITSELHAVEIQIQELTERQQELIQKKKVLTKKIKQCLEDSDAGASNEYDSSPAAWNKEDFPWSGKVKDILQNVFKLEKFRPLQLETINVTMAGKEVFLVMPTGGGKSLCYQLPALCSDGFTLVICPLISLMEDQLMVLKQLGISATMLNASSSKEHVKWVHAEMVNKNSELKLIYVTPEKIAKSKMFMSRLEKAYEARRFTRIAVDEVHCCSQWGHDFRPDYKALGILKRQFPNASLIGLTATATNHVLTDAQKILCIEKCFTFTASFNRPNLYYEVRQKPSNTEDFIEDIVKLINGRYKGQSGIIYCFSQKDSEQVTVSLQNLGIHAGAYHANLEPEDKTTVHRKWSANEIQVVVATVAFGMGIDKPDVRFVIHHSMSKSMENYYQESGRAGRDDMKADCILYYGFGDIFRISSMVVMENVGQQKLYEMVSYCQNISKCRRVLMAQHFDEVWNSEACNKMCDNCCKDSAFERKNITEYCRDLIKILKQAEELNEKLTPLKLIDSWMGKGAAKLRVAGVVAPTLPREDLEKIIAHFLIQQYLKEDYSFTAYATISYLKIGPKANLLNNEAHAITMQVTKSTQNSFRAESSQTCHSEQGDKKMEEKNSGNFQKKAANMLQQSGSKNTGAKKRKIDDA
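RECQ1T1 50 nM; forked duplex (20 bp + 30-nt ss tails) 200 nM, ATP 2 mM final; pH 8.0, 2 mM MgCl2, 2.5 ug/ml poly(dI-dC); 15 min compound preincubation; discontinuous kinetic read over 2 h at RT.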
RGS12 GoLoco inh: blocks human Gai1 binding to RGS12 GoLoco peptide, red readout; 0.44% of 230,000 active; Potency, µM (series often up to 61.6 µM), for the others: at the top dose activity, negative = inhibition, hits mostly inhibitors; Gai1:RGS12 GoLoco peptide FP, rhodamine, 10 min; active = well fitted inhibition curve with a large enough effect, not every such curve was filed as active; inactive = no such curve, though single readings can be large or run the other way; also: % is scaled to controls: 0 for no effect and ±100 for the full control effect; nearly all actives have a fitted effect of over 30% in size; many of its hits are not listed in these tables
Luc counter: blocks Kinase-Glo luciferase, a counter-screen artifact | Q27757 | Kinase-Glo luciferase, ATP luminescence, 8 min | Potency, µM (series often up to 38.3 µM), inactives show top-dose activity change, negative = inhibition, actives largely listed as inhibitors | 0.28% of 200,000 active; also: % is scaled to controls: 0 for no effect and ±100 for the full control effect; nearly all actives have a fitted effect of over 60% in size
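Compounds were added to a substrate mix at pH 7.2 (50 mM imidazole, 10 uM ATP, within the enzyme's linear range), followed by Kinase-Glo detection reagent; luminescence was measured after 8 minutes at ambient temperature.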
IMPase Li cell: membrane-permeable IMPase blocker, potentiated with lithium; AID 1457; Potency, µM (highest dose often 59.4 µM), inactives show at the top dose activity, negative = IMPase inhibition, actives largely listed as inhibitors; CHO-M1 cells, IP1 TR-FRET (IP-One), carbachol + lithium; 0.35% of 210,000 active;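 also: IP1 builds up when IMPase is blocked and the TR-FRET signal falls; plate controls were basal vehicle for no effect and high inhibitor control for full effect; nearly all actives have a fitted effect of over 50% in size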
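CHO cells stably expressing M1 receptor (2000/well) were cultured 16–30 h, then exposed to compounds with a small lithium addition for 30 min at 37C. IP1 was measured by TR-FRET competition; AC50 from Hill fits.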
NPSR antagonist: blocks cAMP signaling of the human neuropeptide S receptor | Q6W5P4 | CHO-NPSR cells, cAMP TR-FRET, antagonist mode | Potency, µM (doses to about 38.3 µM), inactives show at the top dose activity change, negative = inhibition, usual class: inhibitors | 1% of 220,000 active | AID 1461; also: % is scaled to controls: 0 for no effect and ±100 for the full control effect; nearly all actives have a fitted effect of over 50% in size; many of its hits are not listed in these tables
Target sequence (Q6W5P4 whole entry, looked up): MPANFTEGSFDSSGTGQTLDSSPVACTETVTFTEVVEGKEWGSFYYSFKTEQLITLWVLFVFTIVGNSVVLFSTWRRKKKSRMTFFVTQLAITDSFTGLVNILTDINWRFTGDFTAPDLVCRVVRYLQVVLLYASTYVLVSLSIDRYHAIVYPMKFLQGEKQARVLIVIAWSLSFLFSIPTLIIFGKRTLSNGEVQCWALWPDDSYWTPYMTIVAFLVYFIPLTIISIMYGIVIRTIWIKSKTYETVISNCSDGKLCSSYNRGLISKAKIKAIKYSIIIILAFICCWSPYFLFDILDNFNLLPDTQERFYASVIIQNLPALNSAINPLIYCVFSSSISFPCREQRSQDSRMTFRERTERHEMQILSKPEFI
Epigenetic derep: regulators of epigenetic silencing causing reporter derepression in mouse cells; murine LDR cells, GFP reporter derepression, 30 h; Potency, µM (doses to about 53.9 µM), without a hit: at the top dose GFP activation, actives largely listed as activators; 0.2% of 280,000 active; AID 1865; also: % of control where 0% means no effect; nearly all actives have a fitted effect of over 60% in size
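Murine LDR cells carrying a silenced, genomically integrated CMV-driven GFP reporter were exposed to compound for 30 hours at 37 C. After PBS washes, GFP-positive cells (20–120 um objects) were counted by laser-scanning microplate cytometry.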
SMN2 splice enh: SMN2 splice variant enhancement. HEK293 SMN2-luciferase splicing reporter, luminescence, 30-36 h. Potency, µM (top dose mostly 46.1 µM), for the others: at the highest dose activity change, positive = activation, most hits filed as activators. 2.8% of 210,000 active. AID 1458; also: % of control where 0% means no effect; nearly all actives have a fitted effect of over 55% in size
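HEK293 cells carry an SMN2 […]–luciferase reporter in which exon 7 inclusion puts luciferase in frame. Cells were plated 10-12 h before compound addition, then incubated 30-36 h at 37C. ONE-Glo luminescence was read; sodium butyrate at 4.5 mM final served as control.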
* marks the source's active call; other numbers are inactive results; i = inactive; ? = inconclusive; . = not tested or not shown; & = joins results of further samples; [ ] = dose if it differs, or a comment. Unless noted, calls follow the shape of the dose curve; as a rule, active = well fitted curve in the direction sought with a large enough effect; inconclusive = small, poorly fitted or top-dose-only effect, or another doubt; inactive = no such curve, though single readings can be large; an effect the other way counts as inactive or inconclusive. Potency is read from the fitted curve at half-maximal effect. This is a subset, so the mix of outcomes need not match the whole.

1: COC(=O)c1cc(S(=O)(=O)C(C)C)c(S(C)=O)s1 (stereo unspecified)
2: COCC(C)NC(=O)c1oc2c(c1C)C1(CCC2)SCCS1 (stereo unspecified)
3: CC(C)Sc1ccc(C(=O)Nc2ccc(F)cc2F)cn1
4: O=C(c1ccc(F)cc1)N1CCCC(c2ccccc2)C1 (stereo unspecified)
5: COc1ccc(NC(=O)CCCN2C(=O)CCC2=O)cc1Cl
6: Cc1sc(NC(=O)COc2cccc(-n3cnnn3)c2)c(C#N)c1C
7: O=[N+]([O-])c1ccc(Oc2ccc(S(=O)(=O)N3CCCCC3)cc2)cc1
8: CCOC(=O)C1=C(c2ccccc2)OC(N)=C(C#N)C1c1cccnc1 (stereo unspecified)
Compound | 1 | 2 | 3 | 4 | 5 | 6 | 7 | 8
JMJD2E inh | ? | -3% | -14% | -2% | 1% | 10% | -6% | -6%
RECQ1 inh | -2% | -1% | 11% | i | i | i | -4% | i
RGS12 GoLoco inh | 2% | 0% | 10% | 10% | -5% | 8% | -7% | 0%
Luc counter | . | 1% | -8% | 0% | 0% | 10% | -1% | 0%
IMPase Li cell | . | -8% | 8% | 8% | 5%[38.3 µM] | 5%[38.3 µM] | 13% | 10%
NPSR antagonist | 21% | -13% | -5% | 0% | -1%[46.1 µM] | -14%[46.1 µM] | -18% | -10%
Epigenetic derep | 7.6% | -1.4% | -1.2% | -0.1% | -1.0% | -0.9% | 0.0% | -0.1%
SMN2 splice enh | . | -11% | 1% | -5% | 9% | -20% | -85%[inhibitor] | -5%

9: CCOC(=O)CC1(C)NC(=O)c2c(C)sc(C(=O)OCC)c2N1 (stereo unspecified)
10: CCc1ccc(S(=O)(=O)NCc2cn3cccc(C)c3n2)s1
11: O=C(Cc1ccccc1[N+](=O)[O-])N1CCN(c2ccccc2F)CC1
12: O=C(CSc1nnc(-c2ccco2)o1)NCC(=O)c1ccccc1
13: Cc1cc(N2CCOCC2)c2c(N)c(Br)cc(C)c2n1
14: C=CCS(=O)(=O)N1CCCC(C(=O)c2cccc(Cl)c2)C1 (stereo unspecified)
15: Cc1cc(NC(=O)CCCC(=O)NCc2ccccc2)no1
16: Cc1ccc2c(c1Br)/C(=N/N1C(=O)c3ccccc3C1=O)C(=O)N2
Compound | 9 | 10 | 11 | 12 | 13 | 14 | 15 | 16
JMJD2E inh | ? | -6% | 1% | 3% | ? | -11% | -2% | 1%
RECQ1 inh | -4% | 0% | -2% | -2% | -15% | 2% | -19% | 13%
RGS12 GoLoco inh | 7% | 8% | . | -4% | 11% | 11% | -5% | 3%
Luc counter | 0% | -7% | . | -1% | 4% | -3% | 1% | -6%
IMPase Li cell | -9%[38.3 µM] | -4%[38.3 µM] | . | 13%[38.3 µM] | 13%[38.3 µM] | 2% | 6% | 4%[38.3 µM]
NPSR antagonist | -1%[46.1 µM] | -4%[46.1 µM] | -11%[46.1 µM] | 4%[46.1 µM] | -3%[46.1 µM] | -11% | 19% | -21%[46.1 µM]
Epigenetic derep | -1.1% | 0.0% | -0.9% | 1.2% | 0.0% | -6.3% | -2.2% | 0.2%
SMN2 splice enh | -16% | -48%[inhibitor] | . | 19% | 16% | . | 5% | 27%

17: Cc1ccc(-c2oc3ccccc3c(=O)c2O)cc1
18: CCCN(CCC)S(=O)(=O)c1ccc(C(=O)N2CC3CCC(CC3)C2)cc1
19: CCOC(=O)c1c(NC(=O)CSc2ncn[nH]2)sc(C)c1C
20: O=C1C=CN(Cc2ccccc2)CC1
21: N#Cc1nc(-c2ccc(OCc3ccc(Cl)cc3)cc2)oc1NCCCn1ccnc1
22: OCCNc1nc(Nc2cccc(O)c2)nc2ccccc12
23: CC1=C(C(=O)N2CCOCC2)C(c2ccccc2F)C2=C(CC(C)(C)CC2=O)N1 (stereo unspecified)
24: COc1ccc(CC(=O)N2CCN(c3ccccn3)CC2)cc1OC
Compound | 17 | 18 | 19 | 20 | 21 | 22 | 23 | 24
JMJD2E inh | -22% | -28% | ? | 3% | ? | -1% | ? | ?
RECQ1 inh | i | -6% | -9% | i | 3% | -19% | -1% | i
RGS12 GoLoco inh | 6% | 5% | 16% | 7% | -1% | 8% | -6% | -4%
Luc counter | -3% | . | 0% | . | -5% | . | -2% | 4%
IMPase Li cell | 5%[38.3 µM] | . | -3% | . | -4%[38.3 µM] | . | -9%[38.3 µM] | 19%[38.3 µM]
NPSR antagonist | 3%[46.1 µM] | 59% | -25%[46.1 µM] | 21% | -7%[46.1 µM] | 0% | -6%[46.1 µM] | -9%[46.1 µM]
Epigenetic derep | 1.3% | 1.1% | 0.9% | 2.0% | -1.7% | -4.0% | 0.9% | -1.1%
SMN2 splice enh | 6% | . | -14% | . | -7% | . | -3% | 10%

25: NS(=O)(=O)c1ccc(NC(=O)CSc2ncccn2)cc1
26: Cc1ccc(OCC(=O)NCC(=O)Nc2ccc(F)cc2)c([N+](=O)[O-])n1
27: COCCNC(=O)C(C)OC(=O)c1cc2sccc2n1C (stereo unspecified)
28: Cc1nc2c(C(=O)NCc3ccc4c(c3)OCO4)c[nH]n2c(=O)c1Cc1ccccc1F
29: COc1ccc2oc(=O)c(C(=O)N3CCN(c4ccc(F)cc4)CC3)cc2c1
30: CNC(=S)N/N=C(\C)c1ccc(Cl)c(Cl)c1
31: OCC1O[C@H](O[C@H]2C(O)C(O)C(O)O[C@@H]2CO)C(O)C(O)C1O (stereo partly specified)
32: O=C(O)CCC(=O)Nc1ccc(C(=O)OCC(=O)c2ccc(Cl)cc2)cc1
Compound | 25 | 26 | 27 | 28 | 29 | 30 | 31 | 32
JMJD2E inh | 3% | 3% | -1% | ? | ? | -8% | -13% | 2%
RECQ1 inh | i | 2% | -15% | -28% | 0% | -4% | -13% | 16%
RGS12 GoLoco inh | 8% | -3% | 4% | -2% | 1% | 10% | 2% | -3%
Luc counter | . | 1% | 1% | -3% | -1% | 1% | 0% | -4%
IMPase Li cell | . | -4% | -4% | -22%[38.3 µM] | 14% | -4% | -11% | 7%
NPSR antagonist | -25% | 12% | -13%[46.1 µM] | -15%[46.1 µM] | 4% | -51% | . | -27%
Epigenetic derep | 6.7% | 0.0% | 0.0% | -0.9% | 0.0% | 2.6% | 4.4% | 0.1%
SMN2 splice enh | . | 0% | 21% | 25% | -21% | -1% | -2% | .

33: O=C(c1cccc(Cl)c1)N1CCC(N2CCC(C(=O)N3CCOCC3)CC2)CC1
34: Cc1nc(SCC(=O)NNC(=O)c2cccs2)[nH]c(=O)c1C
35: Cc1ccc(SC(C)C(=O)NC(N)=O)c(C)c1 (stereo unspecified)
36: O=[N+]([O-])c1ccc(C2OCCO2)cc1CS(=O)(=O)c1ccccc1
37: O=C(Nc1ccccc1)C1CCN(c2nccs2)CC1
38: C=CCNC(=S)Nc1ccc2nsnc2c1
39: CNc1c([N+](=O)[O-])cnn1-c1ccccc1Cl
40: CCCCCCCCCCn1cc(C(C)=O)c(=O)[nH]c1=O
Compound | 33 | 34 | 35 | 36 | 37 | 38 | 39 | 40
JMJD2E inh | 4% | 2% | -1% | 8% | -5% | ? | 5% | 9%
RECQ1 inh | -14% | -7% | -3% | -1% | 3% | 3% | 0% | -6%
RGS12 GoLoco inh | 5% | -14% | -3% | -3% | 15% | 0% | -4% | 1%
Luc counter | . | 1% | 3% | -2% | 2% | 2% | -2% | -2%
IMPase Li cell | -3% | -12% | 2% | 4% | -6%[38.3 µM] | -12% | -4%[38.3 µM] | 7%[38.3 µM]
NPSR antagonist | -26% | 17% | 22% | 17% | 7%[46.1 µM] | -31% | 11%[46.1 µM] | -13%[46.1 µM]
Epigenetic derep | 1.1% | -1.4% | 6.7% | -3.7% | 0.0% | 0.0% | -1.1% | -2.2%
SMN2 splice enh | . | -8% | -2% | 6% | -10% | -13% | 6% | -26%

41: COc1ccc(CN2CCC(C(=O)N(C)CCc3ccc(OC)c(OC)c3)CC2)c(OC)c1
42: CC(=O)c1c(C)[nH]c(C(=O)COC(=O)C2CC2)c1C
43: CCN(CC)CCOC(=O)c1cc(Cl)c(N)cc1OC
44: O=C(CSc1nnc(-c2ccc(F)cc2)o1)Nc1ccc(S(=O)(=O)N2CCCCCC2)cc1
45: CCOC(=O)c1nn(-c2ccccc2)cc1O
46: CC(C)(C)c1ccc(-c2n[nH]c(=S)n2/N=C/c2ccncc2)cc1
47: CS(=O)(=O)NNC(=O)c1cc2cc3ccccc3nc2s1
Compound | 41 | 42 | 43 | 44 | 45 | 46 | 47
JMJD2E inh | -26% | -1% | -1%&6% | 5% | -1% | 2% | ?
RECQ1 inh | -2% | i | -5%&-7% | -6% | i | i | 1%
RGS12 GoLoco inh | -2% | 4% | 6%&11%&0% | . | 3% | -6% | 2%
Luc counter | -1% | -2% | -1%&1% | . | . | 7% | 4%
IMPase Li cell | 10%[38.3 µM] | -3% | 10%&0%&-3% | . | . | 10% | 4%
NPSR antagonist | -6%[46.1 µM] | 10% | 6%[46.1 µM] | -2%[46.1 µM] | 6% | -57% | -17%
Epigenetic derep | 0.0% | -2.9% | -1.2%&1.1%&0.3% | -4.3% | 0.0% | -0.9% | 2.6%
SMN2 splice enh | ? | 23% | ? | . | . | 19% | ?

Some of the entries so far, in markdown:
| # | SMILES | JMJD2E inh | RECQ1 inh | RGS12 GoLoco inh | Luc counter | IMPase Li cell | NPSR antagonist | Epigenetic derep | SMN2 splice enh |
| --- | --- | --- | --- | --- | --- | --- | --- | --- | --- |
| 43 | CCN(CC)CCOC(=O)c1cc(Cl)c(N)cc1OC | -1%&6% | -5%&-7% | 6%&11%&0% | -1%&1% | 10%&0%&-3% | 6%[46.1 µM] | -1.2%&1.1%&0.3% | ? |
| 44 | O=C(CSc1nnc(-c2ccc(F)cc2)o1)Nc1ccc(S(=O)(=O)N2CCCCCC2)cc1 | 5% | -6% | . | . | . | -2%[46.1 µM] | -4.3% | . |
| 45 | CCOC(=O)c1nn(-c2ccccc2)cc1O | -1% | i | 3% | . | . | 6% | 0.0% | . |
| 46 | CC(C)(C)c1ccc(-c2n[nH]c(=S)n2/N=C/c2ccncc2)cc1 | 2% | i | -6% | 7% | 10% | -57% | -0.9% | 19% |
